FBW7 activator: activators of human E3 ligase FBW7; normalized activity (activation), % at 26.1 µM; AID 1259310; Q969H0; AlphaScreen FBW7–phospho-cyclin E peptide binding, activator screen; hit rate 0.13% among 650,000; in the data active = normalized activity above about 1.9%;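 note: purified mutant Fbw7 with reduced substrate affinity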
MITF primary: blocks human microphthalmia-associated transcription factor | AlphaScreen MITF homodimerization, bead proximity signal | hit rate 0.91% among 650,000 | O75030 | inhibition, % at 2.6 µM; in the data active = inhibition above about 50%;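 note: 0% = vehicle wells with protein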
Target sequence (O75030 whole entry, looked up): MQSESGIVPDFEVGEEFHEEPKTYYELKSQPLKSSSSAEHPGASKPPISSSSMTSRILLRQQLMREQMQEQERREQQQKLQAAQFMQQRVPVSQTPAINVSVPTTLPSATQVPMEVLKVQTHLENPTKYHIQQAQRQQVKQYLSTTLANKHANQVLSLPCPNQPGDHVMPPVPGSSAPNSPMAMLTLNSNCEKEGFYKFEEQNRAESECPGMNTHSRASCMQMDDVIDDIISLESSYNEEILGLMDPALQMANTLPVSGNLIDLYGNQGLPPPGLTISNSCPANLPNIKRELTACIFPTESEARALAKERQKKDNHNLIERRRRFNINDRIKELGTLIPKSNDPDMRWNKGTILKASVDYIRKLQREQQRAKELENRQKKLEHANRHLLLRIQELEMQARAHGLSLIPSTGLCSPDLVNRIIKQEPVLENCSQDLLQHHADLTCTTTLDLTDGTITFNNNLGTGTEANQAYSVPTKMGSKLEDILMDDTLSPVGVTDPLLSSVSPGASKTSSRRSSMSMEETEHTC
TEAD-YAP inh: TEAD-YAP interaction inhibition. inhibition, % at 9.12 µM. hit rate 1.4% among 640,000. AID 1259422. HEK-TIYL cells, TEAD-Gal4/YAP UAS-luciferase luminescence; in the data active = inhibition above about 32%;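 note: 0% = median of test compound wells and 100% = reference inhibitor wells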
GPR151 activ: human GPR151 activation; PathHunter beta-arrestin GPR151 cells, luminescence; activation, % at 11.2 µM; hit rate 1% among 650,000; in the data active = activation above about 4.9%;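 note: 0% = median of compound wells and 100% = cells with positive control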
Target sequence (Q8TDV0 whole entry, looked up): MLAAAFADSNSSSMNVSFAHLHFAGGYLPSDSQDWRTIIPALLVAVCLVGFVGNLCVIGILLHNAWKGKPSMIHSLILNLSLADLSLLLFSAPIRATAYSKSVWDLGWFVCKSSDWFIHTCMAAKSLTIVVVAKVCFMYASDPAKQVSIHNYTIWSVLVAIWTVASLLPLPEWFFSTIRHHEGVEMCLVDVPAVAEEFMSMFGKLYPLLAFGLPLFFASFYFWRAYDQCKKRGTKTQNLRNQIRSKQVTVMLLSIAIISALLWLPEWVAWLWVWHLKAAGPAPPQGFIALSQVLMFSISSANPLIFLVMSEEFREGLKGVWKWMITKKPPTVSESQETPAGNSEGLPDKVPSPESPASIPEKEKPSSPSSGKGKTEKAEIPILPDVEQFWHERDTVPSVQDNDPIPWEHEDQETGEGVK
* = called active by the depositor.

[1] CCOC(=O)c1c(/N=c2\oc3ccc(OC)cc3cc2C(=O)Nc2ccc(F)cc2)sc(C)c1C
[2] Cc1cc(NC(=O)CSc2nnc(-c3ccccc3)n2CC2CCCO2)no1 (stereo unspecified)
[3] Cc1c(C(=O)O)oc2cc3sc(N(C)C)nc3cc12
[4] COc1ccc(CN2CCN(Cc3cccn3C)CC2)c(OC)c1OC
[5] Cc1cc(N2CCCC(CO)C2)nc2ccc(Cl)cc12 (stereo unspecified)
[6] CCN1C(=O)c2ccccc2S(=O)c2ccc(C(=O)N3CCC(C)CC3)cc21 (stereo unspecified)

assay / entry	1	2	3	4	5	6
FBW7 activator	0.3	-0.1	-0.1	-0.2	1.1	0.0
MITF primary	10	10	5	46	26	0
TEAD-YAP inh	0	3	-9	1	-78	-9
GPR151 activ	0.5	1.3	-9.1	0.0	-0.7	2.2

[7] O=C(O)c1cc(N2CCOCC2)ccn1
[8] CCC1(C)CC(=O)c2c(ccc3oc(C(=O)NCCCN4CCOCC4)c(C)c23)O1 (stereo unspecified)
[9] Cc1ccc(-c2cc(C(=O)OCC(=O)c3ccc(C)c([N+](=O)[O-])c3)c3ccccc3n2)cc1
[10] CC(=O)OC(C(=O)O)C(OC(C)=O)c1nc2ccccc2s1 (stereo unspecified)
[11] COc1ccc(C2CC(C(F)(F)F)n3nc(C(=O)Nc4cccc(C)c4)cc3N2)cc1OC (stereo unspecified)
[12] CC1=C(C(=O)OCc2ccccc2)C(c2ccc(Br)cc2)C(C#N)=C(N)O1 (stereo unspecified)

assay / entry	7	8	9	10	11	12
FBW7 activator	-0.8	-0.1	0.0	0.4	0.1	0.5
MITF primary	17	1	-7	14	-3	20
TEAD-YAP inh	-6	-43	3	0	-4	13
GPR151 activ	0.2	0.5	-0.8	-0.1	-0.1	-0.6

[13] O=C(CNc1ccc(C(F)(F)F)cc1[N+](=O)[O-])OCC(=O)c1ccc2c(c1)OCCO2
[14] CCOc1ccc(C(=O)N2CCC(C(N)=O)CC2)cc1OCC
[15] C=CCNC(=O)C1CC(=O)N(c2ccc(OCC(=O)Nc3c(C)cccc3C)cc2)C1 (stereo unspecified)
[16] COC(=O)[C@@H]1CCCN1C(=O)CCC1(Cc2ccc(-c3ccccc3)cc2)CCC(=O)N1 (stereo partly specified)
[17] CN(C)CCNc1nc(Nc2ccc(F)cc2)c2nccnc2n1
[18] Cc1ccc2nc(NC(=O)c3cccc(Cl)c3)sc2c1

assay / entry	13	14	15	16	17	18
FBW7 activator	0.0	0.2	0.1	-0.2	-0.1	0.1
MITF primary	0	12	-6	-14	-4	-1
TEAD-YAP inh	8	-3	-11	6	-10	-76
GPR151 activ	3.0	-0.7	0.1	-1.7	-2.3	2.0

[19] O=C(Cc1ccccc1)Nc1ccc(N2CCOCC2)c(Cl)c1
[20] O=c1c2ccccc2nc(SCc2c(F)cccc2F)n1Cc1cccs1
[21] Cc1nnc(Nc2cccc3ccccc23)c2ccccc12
[22] COc1cccc(CNC(=O)c2cc(Sc3ccc(C)cc3)nc3ccccc23)c1
[23] Cc1cnc(-c2ccc(N3CCN(C)CC3)cc2)nc1NCCOc1ccccc1
[24] CSCCC(Nc1ncnc2ccc(Br)cc12)C(=O)O (stereo unspecified)

assay / entry	19	20	21	22	23	24
FBW7 activator	0.0	-0.1	0.0	0.2	0.1	0.6
MITF primary	4	-1	1	1	1	7
TEAD-YAP inh	-28	-4	-16	11	-9	4
GPR151 activ	0.2	-0.2	-0.2	3.9	0.3	-1.0

[25] CC(=O)Nc1ccc(/C=N/NC(=O)CNc2ccc(F)cc2)cc1
[26] Cc1ccc(C)c(NC(=O)c2cc(S(=O)(=O)NC3CCCC(C)C3C)ccc2F)c1 (stereo unspecified)
[27] O=C1OCCN1C(O)c1ccccc1Cl (stereo unspecified)
[28] CCN(CC)C(=O)CSc1nc2c(sc(=S)n2-c2ccccc2C)c(=O)n1-c1ccccc1OC
[29] O=C1CCC(CCNCc2cccnc2)N1CCc1ccccc1F (stereo unspecified)
[30] Cc1ccc(C2CC(c3ccc(F)cc3)n3nc(N)nc3N2)cc1 (stereo unspecified)

assay / entry	25	26	27	28	29	30
FBW7 activator	0.0	0.0	0.0	-0.1	0.0	-0.2
MITF primary	19	2	-21	1	-5	14
TEAD-YAP inh	-1	11	1	0	0	-7
GPR151 activ	-0.4	-0.2	0.2	0.9	1.5	-1.8

[31] COc1ccc(S(=O)(=O)NCCSCc2c(F)cccc2Cl)cc1OC
[32] C/C=C/C(=O)Nc1cccc(C(F)(F)F)c1
[33] COc1ccccc1CNC(=O)C1CCC(CNc2c(N3CCCC3)c(=O)c2=O)CC1 (stereo unspecified)
[34] O=C(CCn1c(=S)[nH]c2cc3c(cc2c1=O)OCO3)N1CCC(Cc2ccccc2)CC1
[35] O=c1nc(N2CCCCC2)nc(Nc2cccc([N+](=O)[O-])c2)[nH]1
[36] Cc1ccc(C2CC(c3cccs3)=NN2C(=O)CSc2nnc(CNC(=O)COc3ccccc3)n2C)cc1 (stereo unspecified)

assay / entry	31	32	33	34	35	36
FBW7 activator	0.3	0.1	0.2	-0.1	0.0	0.4
MITF primary	37	-18	2	6	7	-3
TEAD-YAP inh	-19	10	-8	5	-5	29
GPR151 activ	3.5	-0.1	0.6	-1.4	2.0	0.2

[37] Cc1cccc(N2CCN(CCCNc3nc4ccccc4n4c(C)nnc34)CC2C)c1 (stereo unspecified)
[38] Oc1ccc(Cl)cc1/C=N/Nc1nc2ccccc2s1
[39] CCc1ccc(NC2=NC(C(=O)Nc3ccc(Cl)c(F)c3)CC(=O)N2)cc1 (stereo unspecified)
[40] Cc1[nH]c(=O)cc2ccc3ccccc3c12
[41] N#CC1=C(N)Oc2n[nH]c(-c3ccccn3)c2C1c1ccc(F)cc1 (stereo unspecified)
[42] Cc1ccc(/C=C2\N=C(c3ccc(I)cc3)OC2=O)cc1

assay / entry	37	38	39	40	41	42
FBW7 activator	-0.2	0.1	-0.2	-0.1	-0.8	0.0
MITF primary	4	4	-1	-1	21	-2
TEAD-YAP inh	7	-53	-8	16	-15	4
GPR151 activ	-0.8	-1.0	1.6	-0.3	-0.5	0.4

[43] COc1cccc2cc(S(=O)(=O)c3ccc(C)cc3)c(=O)oc12
[44] NC(=O)c1ccc(-c2nc(NCc3cccnc3)c3ncn(Cc4ccc(C(F)(F)F)cc4)c3n2)cc1
[45] Cc1cc(C)nc(Sc2nnc(-c3ccc(C)c(S(=O)(=O)N4CCOCC4)c3)c3ccccc23)n1
[46] C/C(=N/NC(=O)c1ccccc1)c1ccccc1Cl
[47] CC(C)Oc1ccccc1/C=N/Nc1ccc(S(=O)(=O)N2CCOCC2)cc1[N+](=O)[O-]
[48] CCCCn1nnnc1SCC(=O)Nc1sc2c(c1C#N)CCCC2

assay / entry	43	44	45	46	47	48
FBW7 activator	0.0	0.6	0.0	-0.1	0.2	-0.1
MITF primary	4	-4	2	-13	-19	5
TEAD-YAP inh	9	46*	14	-54	-2	-4
GPR151 activ	2.4	-1.1	-0.9	-1.3	-0.8	3.1

[49] CCCCOc1ccc(C(=O)Nc2ccc3nc(SCC(=O)c4ccc(Br)cc4)sc3c2)cc1
[50] CCCNC(=S)NC(=O)c1ccccc1
[51] CNc1nc2c(c(=O)[nH]c(=O)n2C)n1CCO
[52] CC12CC3CC(C)(C1)CC(CC(=O)NNC(N)=O)(C3)C2
[53] CCOc1cccc(-c2nnc(SCC(=O)Nc3ccc(F)c(Cl)c3)n2N)c1
[54] O=C1NC2(CCCCCC2)C(=O)N1CCOc1ccccc1

assay / entry	49	50	51	52	53	54
FBW7 activator	-0.1	-0.2	-0.1	0.1	0.2	0.7
MITF primary	-9	-1	-5	-3	7	1
TEAD-YAP inh	-4	-15	-3	-3	-3	-10
GPR151 activ	-0.9	-0.3	0.5	-0.9	-0.3	-1.4

[55] CCSc1nc2sc3c(c2c(=O)n1CC)CC(C)(C)OC3
[56] Cc1ccc(CN2CCC3(CC2)CC3C(=O)Nc2cccc(N3CCNC3=O)c2)o1 (stereo unspecified)
[57] O=C(Nc1nnc(-c2ccc3c(c2)OCCO3)o1)c1coc2ccccc2c1=O
[58] CCC(CC)C(=O)OCC(=O)c1cc(OC)c(OC)c(OC)c1
[59] Cc1cccc(OCC(=O)Nc2ccc(C(=O)c3ccc(C(=O)O)cc3)cc2)c1
[60] Nn1c(SCc2cccc(Cl)c2)nncc1=O

assay / entry	55	56	57	58	59	60
FBW7 activator	0.2	0.1	0.2	-0.1	0.0	-0.2
MITF primary	1	-4	5	0	8	-5
TEAD-YAP inh	1	10	4	4	-12	3
GPR151 activ	-0.4	2.5	4.0	1.6	-0.1	0.5

[61] CCN(CC)C(=O)C[n+]1csc2ccccc21
[62] CCC[C@@H]1NC(=O)[C@@H]2C[C@H](NC(=O)c3cccc(Br)c3)CN2C1=O
[63] CC(C)OCCCNc1cnn(C23CC4CC(CC(C4)C2)C3)c(=O)c1Cl
[64] CC(=O)Nc1cccc(NC(=O)c2ccc(Cl)s2)c1
[65] CC1CCCC(NS(=O)(=O)c2ccc(CN3C(=O)c4cccnc4C3=O)cc2)C1C (stereo unspecified)
[66] C=CCOc1c(Cl)cc(CNc2ccc(S(N)(=O)=O)cc2)cc1OC

assay / entry	61	62	63	64	65	66
FBW7 activator	0.6	0.0	0.3	1.0	0.0	0.3
MITF primary	-5	-9	9	-1	9	7
TEAD-YAP inh	-8	-7	0	-4	6	-10
GPR151 activ	1.2	0.5	-0.7	-1.4	-0.2	-1.4

[67] COCCCNC(=O)Nc1c(C)n(C)n(-c2ccccc2)c1=O
[68] CCOc1ccc(N2C(=O)CC(NNC(=O)Cc3ccccc3)C2=O)cc1 (stereo unspecified)
[69] CCN(C(=O)Cn1nnnc1N)C1(C(=O)Nc2ccc(C)cc2)CCCCC1
[70] CS(=O)CC(=O)c1ccccc1O (stereo unspecified)
[71] Cc1ccccc1-n1c(SCC(=O)NNC(=O)c2ccco2)nnc1-c1cccnc1
[72] COCCn1c(=S)[nH]c2cc(C(=O)N(C)Cc3ccccc3)ccc2c1=O

assay / entry	67	68	69	70	71	72
FBW7 activator	0.1	0.0	0.0	-0.1	-0.2	0.0
MITF primary	9	3	5	-3	-4	-10
TEAD-YAP inh	6	-8	11	-10	-12	10
GPR151 activ	-0.9	1.3	1.0	-0.8	-0.2	-2.0

[73] Cc1ccc(CN2C(=O)C3C(C(=O)Nc4ccc(F)cc4)C4(C)C=CC3(O4)C2C(=O)NC2CCCCC2)cc1 (stereo unspecified)
[74] O=C(c1cccc(Cl)c1)N1CCN(c2c(Cl)cccc2[N+](=O)[O-])CC1
[75] COc1ccc(S(=O)(=O)N(CCc2ccccc2)CC(N)=O)cc1Cl
[76] O=C(CSc1nc2ccc(NC(=O)c3cccc4ccccc34)cc2s1)c1ccc(F)cc1
[77] Cc1ccsc1C(=O)NCC1CCC2(CCN(Cc3cccnc3)CC2)O1 (stereo unspecified)
[78] O=C(COc1ccccc1)NCCSc1ccccc1

assay / entry	73	74	75	76	77	78
FBW7 activator	0.0	-0.2	0.1	-0.2	-0.1	0.0
MITF primary	8	8	12	6	9	-11
TEAD-YAP inh	8	-1	-8	-3	10	-55
GPR151 activ	0.5	-0.6	2.7	-0.9	0.7	-0.5

[79] O=C(CCC1(Cc2cccs2)CCC(=O)N1)NCc1cccc(-n2cccn2)c1 (stereo unspecified)
[80] Cc1ccc(CN2CCc3nnc(CCNC(=O)C4CCCCC4)n3CC2)c(C)c1
[81] CC(C)(C)NC(=O)C(c1ccccc1)N(C(=O)c1csnn1)c1ccccc1 (stereo unspecified)
[82] CC(C)(C)c1ccc(C(=O)N2CCN(Cc3ccccc3)CC2)cc1
[83] Cc1noc(C)c1COC(=O)c1cccnc1Cl
[84] CC1=NN(c2ccccc2)C(=O)/C1=C\c1ccccc1OCc1ccccc1

assay / entry	79	80	81	82	83	84
FBW7 activator	0.0	-0.1	0.0	-0.1	0.2	0.0
MITF primary	11	6	1	3	15	21
TEAD-YAP inh	0	3	11	4	-5	-7
GPR151 activ	0.2	-0.1	0.1	2.3	-0.9	-5.0

The final four compounds of the section above come first, to join the parts:
[81] CC(C)(C)NC(=O)C(c1ccccc1)N(C(=O)c1csnn1)c1ccccc1 (stereo unspecified)
[82] CC(C)(C)c1ccc(C(=O)N2CCN(Cc3ccccc3)CC2)cc1
[83] Cc1noc(C)c1COC(=O)c1cccnc1Cl
[84] CC1=NN(c2ccccc2)C(=O)/C1=C\c1ccccc1OCc1ccccc1
[85] OCCn1c(-c2ccc(Cl)cc2)csc1=Nc1ccccc1
[86] Cc1ccc(/C=C/C(=O)Nc2ccc(Br)cc2F)o1
[87] Cc1ccc(-n2cc(-c3ccccc3)c3c(NCCOCCO)ncnc32)cc1
[88] O=C(Nc1ccc(I)cc1)C1CC(=O)N(Cc2ccccc2)C1 (stereo unspecified)
[89] O=C(Nc1ccccc1C(F)(F)F)c1cnc(N2CCN(c3ccccn3)CC2)c2ccccc12
[90] CC(C)CC(C)N1CCC(n2nccc2NC(=O)CCc2ccccc2)CC1 (stereo unspecified)
[91] O=C(Nc1cccc2nonc12)c1ccc2ncccc2c1

assay / entry	81	82	83	84	85	86	87	88	89	90	91
FBW7 activator	0.0	-0.1	0.2	0.0	0.0	-0.1	-0.3	1.0	0.3	-0.2	-0.1
MITF primary	1	3	15	21	23	12	11	14	-10	1	12
TEAD-YAP inh	11	4	-5	-7	-20	-44	-2	3	21	2	-83
GPR151 activ	0.1	2.3	-0.9	-5.0	-1.6	-1.4	-1.4	4.6	-1.6	-1.2	-0.1
